Runt-SMMHC FRET – inhibitors of RUNX1 Runt–CBFb-SMMHC binding, primary screen, biochemical, FRET, Cerulean-Runt, Venus-CBFb-SMMHC, uHTS. Runt-related transcription factor 1 (Homo sapiens) + Core-binding factor subunit beta …. Cerulean-Runt/Venus-CBFb-SMMHC FRET ratio 530/480, 1 h. inhibition, % at 20 µM. 0.74% of 220,000 active;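 active = mean inhibition across duplicate retests at 20 µM reaching about 50%, limit read from the data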;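 also: 0% = DMSO wells and 100% = wells with excess untagged CBFb-SMMHC; inhibitors lower the FRET ratio by blocking Runt binding to CBFb-SMMHC; some results filed as inactive read as strong as hits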
Target sequence (Q01196 whole entry, looked up): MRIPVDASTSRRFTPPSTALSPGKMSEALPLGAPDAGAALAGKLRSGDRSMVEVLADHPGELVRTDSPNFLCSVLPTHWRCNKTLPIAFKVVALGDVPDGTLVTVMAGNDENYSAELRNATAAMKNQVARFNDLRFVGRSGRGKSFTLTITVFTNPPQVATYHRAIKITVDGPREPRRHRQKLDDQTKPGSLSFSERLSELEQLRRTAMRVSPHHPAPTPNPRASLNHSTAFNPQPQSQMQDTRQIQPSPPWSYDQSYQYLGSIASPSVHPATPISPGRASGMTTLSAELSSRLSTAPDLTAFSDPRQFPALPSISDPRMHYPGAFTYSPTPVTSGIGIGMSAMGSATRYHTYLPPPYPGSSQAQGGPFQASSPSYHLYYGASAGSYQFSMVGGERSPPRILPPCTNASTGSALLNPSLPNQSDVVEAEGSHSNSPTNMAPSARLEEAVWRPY
Target sequence (Q13951 whole entry, looked up): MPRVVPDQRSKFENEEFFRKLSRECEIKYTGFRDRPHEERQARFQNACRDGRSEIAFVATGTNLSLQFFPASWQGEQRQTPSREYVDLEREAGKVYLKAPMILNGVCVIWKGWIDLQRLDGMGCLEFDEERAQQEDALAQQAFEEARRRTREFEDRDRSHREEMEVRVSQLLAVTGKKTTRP
PPC-1+TRAIL kill – compounds killing PPC-1 cancer cells with TRAIL present, primary screen, TRAIL potentiator project, ATPLite luminescence, uHTS; PPC-1 cells + TRAIL, ATPLite viability luminescence; cell killing (% activity), % at 4 µM; 0.41% of 220,000 active; AID 1443, 2008;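 active = cell killing above 50% in the first pass at 4 µM, then a duplicate retest at 5 µM averaging 50% or more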;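 also: plate controls were cells with TRAIL plus DMSO for no effect and medium-only wells lacking cells for full effect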
CHOP inh – inhibitors of CHOP promoter induction, primary screen, cell-based, unfolded protein response, luciferase reporter. CHO-K1 CHOP-promoter luciferase, tunicamycin-induced, 15-18 h. inhibition, % at 10 µM. 3.8% of 220,000 active;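 active = compounds that reduced the stress-induced luciferase reporter signal by more than about 70% of percent inhibition, limit read from the data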;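 also: 0% = tunicamycin plus vehicle and 100% = wells without tunicamycin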
MDM2 E3 inh – MDM2-luciferase reporter signal enhancers, primary screen, MDM2 E3 ligase inhibitor project, cell-based, luminescence, 1536-well | E3 ubiquitin-protein ligase Mdm2 (Homo sapiens), Q00987 | cell-based MDM2 ubiquitination luciferase reporter, 2 h; 0 = plate control, 100 = twice control, blank-subtracted | signal enhancement, % at 5 µM | 0.11% of 210,000 active;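 active = signal enhancement of 30% or more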;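 also: luminescence tracks abundance of the self-degrading MDM2-luciferase fusion protein; higher signal means inhibition of MDM2 E3 ligase activity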
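Timing – 2 h compound exposure at 37 °C · Assay system – mammalian cells stably expressing self-ubiquitinating, self-degrading MDM2 E3–luciferase fusion · Amount – 2000 cells seeded into each well · Measure – % luminescence enhancement versus blank-corrected plate control mean · Measured by – SteadyLite luminescence, 15 min reagent step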
TRPN1 ag – zebrafish TRPN1 channel agonists, primary screen, cell-based, HEK293, calcium fluorescence; transient receptor potential cation channel N1 (TRPN1/NompC), Danio rerio; HEK293 zebrafish TRPN1-YFP, Fluo-8 calcium fluorescence; 100% = response to 87 µM carbachol; activation, % at 3 µM; 0.18% of 220,000 active; AID 1424, 2008;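 active = activation above its plate's cutoff, the mean activation of test wells on that plate plus 3 SD, cut at about 19% in these data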;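 also: 0% = DMSO alone and 100% = 87 µM carbachol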
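Material – zebrafish TRPN1-YFP in HEK293 cells · Doses – 3 µM single point · Schedule – dye 1 h 37 °C plus 30 min RT · Signal – Fluo-8 calcium fluorescence, excitation 470-495 nm, emission 515-575 nm · Read-out – % activation versus carbachol response · Control set – carbachol high, DMSO low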
p47phox inh – p47phox/p22phox peptide binding inhibitors, primary screen, biochemical, uHTS, NADPH oxidase regulatory subunit | Neutrophil cytosol factor 1 (Homo sapiens), P14598 | fluorescence polarization, 2 h | inhibition, % at 24.7 µM | 0.53% of 220,000 active | AID 1274, 2008;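 active = inhibition above about 30%, limit read from the data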;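 also: 0% = p47phox with labelled peptide and 100% = labelled peptide alone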
TNF death inh – inhibitors of TNF-alpha triggered necroptosis, primary screen, cell-based, Jurkat FADD-/-, single concentration. Jurkat FADD-/- TNF necroptosis rescue, ATP luminescence, 24 h; 0 = TNF only, 100 = no-TNF cells. AID 463075, 2010. activation (protection from cell death), % at 10 µM. 0.068% of 220,000 active;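 active = activation, meaning protection from cell death, of at least 50% relative to plate controls; inactive = activation below 50%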;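 also: necroptosis triggered by 40 ng/mL TNF-alpha added together with compound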
TRPML3 ag – human TRPML3 channel agonists, primary screen, cell-based, HEK293 TRPML3-YFP, Fluo-8 calcium fluorescence, 3 µM; 100% = the carbachol control signal; activation, % at 3 µM; AID 1448, 2008; 0.29% of 220,000 active; Mucolipin-3 (Homo sapiens), Q8TDD5;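 active = activation above its plate's cutoff, the mean activation of the plate's test wells plus 3 SD, cut at about 12% in these data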;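 also: 0% = DMSO only wells and 100% = carbachol wells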
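Material: HEK293 cells stably carrying human TRPML3-YFP; compound dosing: single dose, 3 µM final nominal compound, 0.3% DMSO final; incubation: 1-h 37 °C dye load, 5-s basal, 120-s post-compound reads; technique: Fluo-8 intracellular calcium fluorescence, excitation 470-495 nm, emission 515-575 nm; read-out basis: percent activation from peak-to-basal fluorescence ratio, scaled between DMSO and carbachol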
EBV gp42 block – Epstein-Barr virus gp42 inhibitors, primary screen, biochemical, uHTS, fluorescence polarization; inhibition, % (tested at 21.74 µM); 0.42% of 220,000 active; Fluorescence polarization binding assay, mP read-out; in the data active = inhibition above about 50%
Target sequence (Q1HVG2 whole entry, looked up): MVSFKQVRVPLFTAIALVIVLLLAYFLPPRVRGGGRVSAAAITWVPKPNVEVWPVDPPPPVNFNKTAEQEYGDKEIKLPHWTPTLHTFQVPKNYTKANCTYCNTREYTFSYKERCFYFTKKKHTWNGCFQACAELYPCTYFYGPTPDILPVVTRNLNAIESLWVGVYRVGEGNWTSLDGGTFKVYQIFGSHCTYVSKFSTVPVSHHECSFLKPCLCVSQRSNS
Starred values were filed as active, the others as inactive.

For COc1ccccc1CN1CC(C(=O)N2CCN(c3ccc(F)cc3)CC2)CC1=O (configuration not stated) the results were Runt-SMMHC FRET 0, PPC-1+TRAIL kill 4, CHOP inh -18, MDM2 E3 inh -1, TRPN1 ag 1.6, p47phox inh -16, TNF death inh -1.2, TRPML3 ag 0.3 and EBV gp42 block -16.
Screening Cc1ccc(C)n1CCN1CCN(CC(=O)Nc2cc(C(F)(F)F)ccc2Cl)CC1 returned Runt-SMMHC FRET 0, PPC-1+TRAIL kill -23, CHOP inh 18, MDM2 E3 inh 4, TRPN1 ag 0.4, p47phox inh -25, TNF death inh -7.9, TRPML3 ag 0.9 and EBV gp42 block -12.
`Cc1ccc(NS(=O)(=O)c2ccc(N/N=C/c3ccccc3OCC(=O)O)c([N+](=O)[O-])c2)c(C)c1` gave Runt-SMMHC FRET -6, PPC-1+TRAIL kill -2, CHOP inh -9, TRPN1 ag -0.5, p47phox inh -13, TNF death inh 0.0, TRPML3 ag -0.5 and EBV gp42 block 4.
Screening Cc1cc(NC(=O)c2ccccc2F)nc2c1c(=O)oc1ccccc12 returned Runt-SMMHC FRET 0, PPC-1+TRAIL kill 4, CHOP inh 4, MDM2 E3 inh -10, TRPN1 ag 0.0, p47phox inh -29, TNF death inh 1.4, TRPML3 ag 0.6 and EBV gp42 block -19.
Screening COc1ccc(C)cc1S(=O)(=O)Nc1cc(Cl)ccc1Cl returned Runt-SMMHC FRET 1, PPC-1+TRAIL kill 10, CHOP inh -9, MDM2 E3 inh -1, TRPN1 ag -1.5, p47phox inh 4, TNF death inh -1.2, TRPML3 ag -0.5 and EBV gp42 block -1.
For CCN(CC)C(=O)CSC1=C(C#N)C(c2ccco2)C(C(=O)OCCOC)=C(C)N1 (configuration not stated) the results were Runt-SMMHC FRET 1, PPC-1+TRAIL kill 23, CHOP inh -22, MDM2 E3 inh 4, TRPN1 ag -1.1, p47phox inh -11, TNF death inh 1.4, TRPML3 ag 0.3 and EBV gp42 block -10.
Cc1ccc(NC(=S)N2CCN(C3CCCCC3)CC2)cc1 was read as Runt-SMMHC FRET 4, PPC-1+TRAIL kill 4, CHOP inh -12, MDM2 E3 inh 1, TRPN1 ag 0.8, p47phox inh -11, TNF death inh -0.7, TRPML3 ag 0.4 and EBV gp42 block -2.
Screening Cc1nnc(SCC(=O)N2c3ccccc3Sc3ccccc32)n1N returned Runt-SMMHC FRET 0, PPC-1+TRAIL kill 8, CHOP inh -27, MDM2 E3 inh -14, TRPN1 ag 1.0, p47phox inh -8, TNF death inh -2.5, TRPML3 ag 0.2 and EBV gp42 block 2.
Screening Cc1ccccc1NC(=O)CCC(=O)OCC(=O)c1ccc(-c2ccccc2)cc1 returned Runt-SMMHC FRET -5, PPC-1+TRAIL kill 4, CHOP inh 27, MDM2 E3 inh 7, TRPN1 ag -0.8, p47phox inh -16, TNF death inh -2.0, TRPML3 ag 0.2 and EBV gp42 block -23.
Screening O=c1c2ccccc2nc(SCc2nnc(-c3ccccc3)o2)n1-c1ccc(F)cc1F returned Runt-SMMHC FRET 2, PPC-1+TRAIL kill 1, CHOP inh 19, MDM2 E3 inh -15, TRPN1 ag -1.5, p47phox inh -44, TNF death inh -11, TRPML3 ag -0.1 and EBV gp42 block -16.
For CC1(C)CC(=O)c2cc(OCC(=O)NCC3CCCO3)ccc2O1 (configuration not stated) the results were Runt-SMMHC FRET 3, PPC-1+TRAIL kill 3, CHOP inh 11, MDM2 E3 inh -7, TRPN1 ag 0.3, p47phox inh 4, TNF death inh -0.2, TRPML3 ag -0.2 and EBV gp42 block -22.
Cc1ccc(C)c(C(=O)CN2C3=NCCCN3c3ccccc32)c1 was read as Runt-SMMHC FRET 3, PPC-1+TRAIL kill 35, CHOP inh 6, MDM2 E3 inh -5, TRPN1 ag 0.8, p47phox inh -9, TNF death inh 0.6, TRPML3 ag 0.0 and EBV gp42 block -12.
N/C(=N\OC(=O)COc1ccc(Cl)cc1Cl)c1ccccn1 was read as Runt-SMMHC FRET -2, PPC-1+TRAIL kill 41, CHOP inh 7, MDM2 E3 inh -42, TRPN1 ag -0.8, p47phox inh 7, TNF death inh 1.2, TRPML3 ag -0.6 and EBV gp42 block -9.
Screening COc1ccc(CC(=O)N/N=C(\C)c2ccccn2)cc1 returned Runt-SMMHC FRET 0, PPC-1+TRAIL kill 21, CHOP inh 45, MDM2 E3 inh -6, TRPN1 ag 0.6, p47phox inh 0, TNF death inh -6.5, TRPML3 ag 0.8 and EBV gp42 block -9.
Screening COC(=O)c1cc2sccc2n1CC(=O)N(C)c1ccccc1 returned Runt-SMMHC FRET -1, PPC-1+TRAIL kill 6, CHOP inh -7, MDM2 E3 inh -5, TRPN1 ag 3.1, p47phox inh -10, TNF death inh -0.1, TRPML3 ag 1.4 and EBV gp42 block -10.
For CN1c2ccccc2C(O)=C(C(=S)Nc2ccc(F)c(Cl)c2)S1(=O)=O the results were Runt-SMMHC FRET 6, PPC-1+TRAIL kill 25, CHOP inh 45, MDM2 E3 inh -5, TRPN1 ag 4.4, p47phox inh -7, TNF death inh -6.4, TRPML3 ag 2.6 and EBV gp42 block 5.
For O=C(CN1C(=O)C(=O)N(Cc2ccco2)C1=O)c1c[nH]c2ccccc12 the results were Runt-SMMHC FRET -2, PPC-1+TRAIL kill -19, CHOP inh -4, MDM2 E3 inh -11, TRPN1 ag 1.7, p47phox inh -20, TNF death inh 0.8, TRPML3 ag 1.5 and EBV gp42 block -33.
Screening O=C(NS(=O)(=O)Oc1ccc(Cl)cc1)OC[C@@H]1CCCN2CCCC[C@H]12 returned Runt-SMMHC FRET 0, PPC-1+TRAIL kill 1, CHOP inh -10, TRPN1 ag 0.4, p47phox inh -8, TNF death inh 3.1, TRPML3 ag -0.2 and EBV gp42 block -8.
Screening Cc1ccc2nc(/C(C#N)=C\c3ccc(Oc4ccc([N+](=O)[O-])cn4)cc3)[nH]c2c1 returned Runt-SMMHC FRET -93, PPC-1+TRAIL kill 23, CHOP inh 97*, MDM2 E3 inh -5, TRPN1 ag 0.1, p47phox inh -69, TNF death inh 9.0, TRPML3 ag 1.5 and EBV gp42 block -42.
Cc1[nH][nH]c(=O)c1N=Nc1ccccc1Cl was read as Runt-SMMHC FRET -2, PPC-1+TRAIL kill 1, CHOP inh -1, MDM2 E3 inh -15, TRPN1 ag -1.5, p47phox inh -3, TNF death inh -2.8, TRPML3 ag -0.8 and EBV gp42 block -6.
Screening CC1CCN(CCCn2c(=S)[nH]c3ccc(N4CCOCC4)cc3c2=O)CC1 returned Runt-SMMHC FRET -56, PPC-1+TRAIL kill 21, CHOP inh -2, MDM2 E3 inh -16, TRPN1 ag 0.5, p47phox inh 0, TNF death inh -5.2, TRPML3 ag 0.9 and EBV gp42 block -17.
CSCc1nc2sc(C(=O)Nc3nc(C)cs3)c(C)c2c(=O)[nH]1 was read as Runt-SMMHC FRET -14, PPC-1+TRAIL kill 18, CHOP inh 11, MDM2 E3 inh -7, TRPN1 ag 0.3, p47phox inh -28, TNF death inh 1.7, TRPML3 ag 0.7 and EBV gp42 block -14.
O=C(CCc1ccccc1)NNC(=O)c1ccccn1 was read as Runt-SMMHC FRET 1, PPC-1+TRAIL kill -1, CHOP inh 27, MDM2 E3 inh -5, TRPN1 ag 1.7, p47phox inh 1, TNF death inh -0.2, TRPML3 ag 0.3 and EBV gp42 block -14.
For CCc1ccccc1NC(=O)Nc1cc(F)ccc1F the results were Runt-SMMHC FRET -4, PPC-1+TRAIL kill 14, CHOP inh 18, MDM2 E3 inh -8, TRPN1 ag 1.5, p47phox inh -5, TNF death inh 1.0, TRPML3 ag 0.7 and EBV gp42 block -1.
`Cc1ccc(N2CC(C(=O)Nc3ccccc3C(=O)NC3CCCCC3)CC2=O)cc1` (configuration not stated) gave Runt-SMMHC FRET 6, PPC-1+TRAIL kill -1, CHOP inh 10, MDM2 E3 inh -8, TRPN1 ag 0.5, p47phox inh -12, TNF death inh -0.2, TRPML3 ag 1.1 and EBV gp42 block -7.
Screening CSc1nc(N)nc(C2CC2)n1 returned Runt-SMMHC FRET 2, PPC-1+TRAIL kill 0, CHOP inh 13, MDM2 E3 inh -4, TRPN1 ag 1.4, p47phox inh -15, TNF death inh -0.7, TRPML3 ag 0.6 and EBV gp42 block -14.
CC(=O)Nc1ccc2c(c1)CCCN2C(=O)c1ccccc1 was read as Runt-SMMHC FRET 4, PPC-1+TRAIL kill -7, CHOP inh 46, MDM2 E3 inh -6, TRPN1 ag 0.7, p47phox inh -7, TNF death inh -2.7, TRPML3 ag 0.1 and EBV gp42 block -18.
`COC(=O)[C@H](C)NC(=O)Nc1ccc(S(N)(=O)=O)cc1` gave Runt-SMMHC FRET 1, PPC-1+TRAIL kill 0, CHOP inh 19, MDM2 E3 inh 0, TRPN1 ag 0.4, p47phox inh -7, TNF death inh 0.8, TRPML3 ag 0.8 and EBV gp42 block -21.
Screening COc1ccc(CCNC(=O)Cn2c(=O)oc3ccccc32)cc1OC returned Runt-SMMHC FRET 5, PPC-1+TRAIL kill -18, CHOP inh 4, MDM2 E3 inh 4, TRPN1 ag 0.8, p47phox inh 0, TNF death inh -3.2, TRPML3 ag 0.7 and EBV gp42 block -6.

As a short view, some entries already given:
`COC(=O)[C@H](C)NC(=O)Nc1ccc(S(N)(=O)=O)cc1` gave Runt-SMMHC FRET 1, PPC-1+TRAIL kill 0, CHOP inh 19, MDM2 E3 inh 0, TRPN1 ag 0.4, p47phox inh -7, TNF death inh 0.8, TRPML3 ag 0.8 and EBV gp42 block -21.
Screening COc1ccc(CCNC(=O)Cn2c(=O)oc3ccccc32)cc1OC returned Runt-SMMHC FRET 5, PPC-1+TRAIL kill -18, CHOP inh 4, MDM2 E3 inh 4, TRPN1 ag 0.8, p47phox inh 0, TNF death inh -3.2, TRPML3 ag 0.7 and EBV gp42 block -6.

Screening data deposited in PubChem by several laboratories.
